# Screens deposited in PubChem by several laboratories.
# NTR1 agonist: NTR1-driven beta-arrestin-GFP spot formation – imaging, U2OS cells, high content, primary screen (AID 493036) | activation, % at 20 µM | 0.17% of 330,000 active | agonist mode | P30989;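 active = activation at or above 40% of the spot to cytoplasm intensity ratio, with at least 20 cells analyzed; inconclusive = wells under 20 cells, flagged as cytotoxic or low count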;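 note: 0% = DMSO without peptide and 100% = 100 nM NTR1 peptide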
# Target sequence (P30989 whole entry, looked up): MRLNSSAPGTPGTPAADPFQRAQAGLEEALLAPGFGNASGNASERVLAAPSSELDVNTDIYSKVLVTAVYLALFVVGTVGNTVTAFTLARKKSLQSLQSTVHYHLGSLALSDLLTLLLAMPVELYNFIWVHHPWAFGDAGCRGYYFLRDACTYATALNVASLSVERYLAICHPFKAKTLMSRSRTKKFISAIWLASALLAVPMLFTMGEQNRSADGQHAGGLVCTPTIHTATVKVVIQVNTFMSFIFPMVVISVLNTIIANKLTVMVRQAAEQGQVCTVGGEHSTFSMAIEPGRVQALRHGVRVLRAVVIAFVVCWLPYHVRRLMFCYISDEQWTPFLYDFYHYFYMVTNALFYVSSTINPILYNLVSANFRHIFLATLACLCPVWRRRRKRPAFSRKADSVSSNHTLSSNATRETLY
# Autophagy HCS: modulators of autophagy; MEF GFP-LC3 puncta imaging; test concentration mostly 10 µM; 0.98% of 190,000 active; calls only at 10 µM (by protocol);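 active = percentage of spot-positive cells more than 3 SD above its plate mean, without a fluorescence outlier flag or 80% toxicity; inconclusive = no clear call, values can overlap the other calls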;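 note: spot-positive cell cutoff set from DMSO-treated cells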
# LYP phosphatase: inhibitors of LYP phosphatase, biochemical, fluorescence intensity, uHTS (AID 1779); inhibition, % at 11.5 µM, or IC50 in µM where a hit was titrated; recombinant LYP phosphatase, fluorescence intensity; higher % means a stronger effect; 0.054% of 290,000 active; in the data active = inhibition above about 50%;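 note: plate controls were vehicle with enzyme for no effect and no enzyme for full effect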
# K1F lysis inhibition: protection from phage-mediated lysis, alamar blue read-out – E. coli UTI89, K1F phage, bacterial capsule biogenesis inhibitors (AID 488966); E. coli UTI89 K1F phage lysis, alamar blue, 2 h; higher % means a stronger effect; one-dose inhibition, % at 100 µM; IC50 in µM for titrated hits; 0.02% of 340,000 active;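 active = phage lysis inhibition, versus mean bacterial control, above a set limit; inconclusive = no clear call, values can overlap the other calls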;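 note: capsule biogenesis inhibitors block K1F phage lysis so surviving cells raise fluorescence; higher fluorescence means more inhibition of phage lysis; actives were called in the ten point dose series up to 300 µM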
# Dengue-2 NS5 capping: Dengue-2 NS5 methyltransferase inhibitors, primary screen, biochemical, confirmation dose response (AID 588689) | inhibition, % at 25 µM; hits with a dose series show IC50 in µM | 0.3% of 340,000 active | Dengue-2 NS5 methyltransferase capping enzyme assay, biochemical; higher % means a stronger effect; in the data active = a potency from the dose series; inconclusive = inhibition above about 29% without an active follow-up result
# RSV CPE inhibition: RSV antiviral activity via CPE protection, HEp-2 cells, primary 10 µM value included (AID 2391); CPE inhibition, % at 10 µM, or IC50 in µM where a hit was titrated; HEp-2 cells, RSV-induced CPE inhibition; higher % means a stronger effect; 0.13% of 310,000 active; in the data active = a potency from the dose series; inconclusive = CPE inhibition mostly from about 23% at the one dose, without a potency; inactive = the rest, 99 in 100 with CPE inhibition below about 21%; note: strong numbers were not always called active
# AID2073: disruptors of CaV2.2 binding to Mint1 – biochemical, HTRF (AID 2073); HTRF protein-protein interaction, Mint1-CaV2.2; higher % means a stronger effect; inhibition, % at 20 µM; hits with a dose series show IC50 in µM; 0.19% of 290,000 active; in the data active = inhibition mostly above about 51%, no sharp cut-off; inconclusive = no clear call, values can overlap the other calls; inactive = mostly below about 53%; note: some results filed as inactive read as strong as hits
# WT yeast gro inh: growth inhibition of WT yeast, mitochondrial fusion screen. inhibition, % at 10 µM. 2.1% of 190,000 active. mitochondrial fusion phenotypic screen, WT strain; in the data active = inhibition above about 58%; tested in S. cerevisiae
# GPR35 arrestin U2OS: GPR35 antagonists blocking zaprinast-driven arrestin recruitment, primary screen, imaging, U2OS, beta-arrestin-GFP, zaprinast agonist (AID 2058); U2OS GPR35 beta-arrestin-GFP translocation imaging, zaprinast antagonism; higher % means a stronger effect; inhibition, % at 10 µM; hits with a dose series show IC50 in µM; 0.052% of 290,000 active;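 active = inhibition of at least 50% with at least 30 cells and total cytoplasm GFP at most 10,000,000; inconclusive = under 30 cells or total GFP of 10,000,000 plus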
# WT yeast gro inh mutant strain: second read-out of WT yeast gro inh, no call of its own (marks repeat the call); inhibition, %; mitochondrial fusion phenotypic screen, mutant strain inhibition
# Autophagy HCS cell loss 18 h: recorded beside Autophagy HCS, whose call it bears; toxicity, %; measured here: cell loss, nuclei count;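 cell loss after 18 h compound exposure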
# NTR1 agonist cell count 20 µM: also measured in NTR1 agonist; calls as there; cell count; measured here: cell count, cytotoxicity flag
# Dengue-2 NS5 capping pilot replicate: also measured in Dengue-2 NS5 capping; calls as there; inhibition, %; measured here: pilot screen replicate inhibition
# The depositor's hits bear a star; i = inactive; u = inconclusive; x = not tested or not shown; + = active, no number; [ ] = dose if it differs, or a comment.
SMILES,NTR1 agonist,NTR1 agonist cell count 20 µM,Autophagy HCS,Autophagy HCS cell loss 18 h,LYP phosphatase,K1F lysis inhibition,Dengue-2 NS5 capping,RSV CPE inhibition,AID2073,WT yeast gro inh,WT yeast gro inh mutant strain,GPR35 arrestin U2OS,others
C=CCNc1nc(N)c(C(=O)c2ccc3c(c2)OCO3)s1,-1.9,64,i,18,-4%,-0.1%,-1%,3.4%,-5%,26,19,9%,
C/C(N)=C(/C#N)C(=O)CSc1nnc(-c2ccc3c(c2)OCO3)o1,-1.2,53,i,-1,-5%,0.2%,0%,-0.2%,20%,-2,-6,3%,
Cc1nn(C)c(C(=O)NNC(=S)Nc2ccc(F)cc2)c1[N+](=O)[O-],-1.9,69,i,-10,-9%,-1.3%,-13%,-1.4%,-2%,15,26,16%,
O=C1CC(c2ccc(F)cc2)C2=C(CCCC2=O)N1 (centres undefined),-1.1,62,i,3,0%,0.3%,-5%,-0.6%,-7%,-8,-20,-10%,
Cc1c(NC(=S)NC(=O)C(C)(C)C)c(=O)n(-c2ccccc2)n1C,-0.1,52,i,-9,-5%,1.8%[50 µM],-6%,0.7%,42%,19,11,-20%,
CCCNC(=O)NC1CCCc2ccccc21 (centres undefined),-0.8,70,i,3,-1%,1.2%,-4%,3.1%,3%,3,4,1%,
Cc1ccc(OCC(=O)Nc2ccc(S(=O)(=O)N3CCN(C)CC3)cc2)cc1,-0.9,65,i,-4,-4%,2.3%,-5%,1.1%,-9%,-14,-3,-9%,
CCOc1ccccc1C1NC(=O)NC(C)=C1C(=O)OC1CCCCC1 (centres undefined),-0.4,39,i,-2,1%,0.2%,-1%,7.2%,-1%,23,21,8%,
O=C(CCN1C(=O)/C(=C/c2ccccc2F)SC1=S)Nc1ccccn1,2.8,59,x,x,4%,0.6%[50 µM],-5%,0.7%,-7%,x,x,-3%,
O=C(c1cccc([N+](=O)[O-])c1)N1CCc2ccccc21,1.5,52,x,x,-10%,-0.1%,-5%,1.4%,-6%,x,x,-7%,
O=C(COC(=O)c1ccco1)Nc1ccc2c(c1)OCCO2,-0.8,48,i,38,-7%,-0.2%,0%,0.9%,15%,-18,-28,14%,
O=C(O)c1cccc(CSc2nnc(Cc3ccccc3)o2)c1,1.0,71,i,1,-6%,-0.4%,-2%,-0.2%,1%,11,18,7%,Dengue-2 NS5 capping pilot replicate=-0.8
CCOC(=O)C1=C(C)NC(C)=C(C(=O)OCC)C1C(=O)OCC(=O)N1CC(C)OC(C)C1 (centres undefined),-0.4,54,x,x,x,0.2%[50 µM],3%,0.8%,x,x,x,x,
O=C(COc1cccc(F)c1)Oc1ccc(C(=O)c2ccccc2)cc1,-0.6,61,i,15,-1%,1.3%[50 µM],-6%,0.8%,-6%,-16,0,7%,
Cc1ccc(NC(=O)CN(c2ccccc2F)S(C)(=O)=O)cc1,4.7,42,i,28,-2%,-0.8%,-8%,1.9%,6%,-5,-12,-4%,
Cc1cc(C)cc(NC(=O)CCCCCN2C(=O)[C@@H]3Cc4ccccc4CN3C2=O)c1,1.3,75,x,x,-7%,0.3%,-4%,2.6%,8%,x,x,6%,
CC(CC(=O)N1CCN(c2ccccc2)CC1)S(=O)(=O)c1ccc2c(c1)NC(=O)CS2 (centres undefined),0.5,48,x,x,-7%,-0.1%,-10%,6.6%,18%,x,x,-25%,
N/C(=N\OC(=O)CN1C(=O)c2ccccc2C1=O)c1ccc(Br)cc1,4.9,50,i,18,-2%,-0.5%,-12%,3.9%,11%,19,14,-1%,
CC(C)N(C(=O)CSc1nc2ccccc2n1Cc1ccccc1F)C(C)C,1.0,98,i,-4,5%,6.5%,-1%,3.2%,10%,5,-18,-4%,
O=C(CN1C(=O)CCC1=O)Nc1ccc(Br)cc1,2.0,26,i,-6,-7%,0.0%,3%,0.5%,-7%,-6,7,3%,
CCCN(CC(=O)Nc1ccccc1C)C(=O)c1ccc(COc2ccccc2)cc1,-0.9,72,x,x,3%,-0.4%,3%,1.9%,5%,x,x,14%,
CC(C)CNC(=O)C(=O)NCc1ccccc1,-0.6,89,i,20,-12%,1.6%,-6%,0.5%,3%,4,1,0%,
O=C(c1cccc(NS(=O)(=O)c2cccc(F)c2)c1)N1CCN(c2ccccc2)CC1,-0.6,60,i,-9,-2%,1.0%[50 µM],-6%,3.9%,-7%,-24,0,-10%,
Cc1ccc(-c2nn(CC(=O)Nc3cccnc3)c(=O)c3ccccc23)cc1,-0.3,87,i,-9,-1%,0.4%,-6%,0.7%,6%,-6,-2,11%,
COc1ccc(CCNC(=O)CSc2nc3[nH]ncc3c(=O)n2-c2ccc(C)c(Cl)c2)cc1OC,x,x,i,16,-7%,-0.3%,-2%,x,-16%,15,5,-12%,

# By substructure: those above containing four or more nitrogen atoms (five)
SMILES,NTR1 agonist,NTR1 agonist cell count 20 µM,Autophagy HCS,Autophagy HCS cell loss 18 h,LYP phosphatase,K1F lysis inhibition,Dengue-2 NS5 capping,RSV CPE inhibition,AID2073,WT yeast gro inh,WT yeast gro inh mutant strain,GPR35 arrestin U2OS,others
C/C(N)=C(/C#N)C(=O)CSc1nnc(-c2ccc3c(c2)OCO3)o1,-1.2,53,i,-1,-5%,0.2%,0%,-0.2%,20%,-2,-6,3%,
Cc1nn(C)c(C(=O)NNC(=S)Nc2ccc(F)cc2)c1[N+](=O)[O-],-1.9,69,i,-10,-9%,-1.3%,-13%,-1.4%,-2%,15,26,16%,
Cc1c(NC(=S)NC(=O)C(C)(C)C)c(=O)n(-c2ccccc2)n1C,-0.1,52,i,-9,-5%,1.8%[50 µM],-6%,0.7%,42%,19,11,-20%,
Cc1ccc(-c2nn(CC(=O)Nc3cccnc3)c(=O)c3ccccc23)cc1,-0.3,87,i,-9,-1%,0.4%,-6%,0.7%,6%,-6,-2,11%,
COc1ccc(CCNC(=O)CSc2nc3[nH]ncc3c(=O)n2-c2ccc(C)c(Cl)c2)cc1OC,x,x,i,16,-7%,-0.3%,-2%,x,-16%,15,5,-12%,

# (further entries)
SMILES,NTR1 agonist,NTR1 agonist cell count 20 µM,Autophagy HCS,Autophagy HCS cell loss 18 h,LYP phosphatase,K1F lysis inhibition,Dengue-2 NS5 capping,RSV CPE inhibition,AID2073,WT yeast gro inh,WT yeast gro inh mutant strain,GPR35 arrestin U2OS,others
O=C(c1ccccc1)c1ccc(N2CCN(C(=O)c3cccc(F)c3F)CC2)c(F)c1,7.0,54,x,x,-3%,-0.2%,-8%,0.4%,11%,x,x,20%,
CC(=O)c1cccc(OC(=O)c2ccc3c(=O)n4c(nc3c2)CCC4)c1,-2.1,43,x,x,x,-1.5%[50 µM],-5%,-0.8%,x,x,x,x,
CCc1noc(C)c1C(=O)OCC(=O)Nc1cccc(C)c1,1.5,85,x,x,x,1.5%[50 µM],-3%,0.7%,x,x,x,x,
CC(C)NS(=O)(=O)c1ccc(OCC(=O)NCc2ccco2)cc1,-1.1,55,i,-4,-5%,-0.6%,-2%,-0.4%,6%,1,-2,6%,
O=C(Nc1ccc(Cl)cc1)[C@@H]1[C@@H]2C(=O)N(c3cccc(F)c3)C(=O)[C@@H]2[C@H]2C=CC=NN21,1.0,49,x,x,0%,-0.9%,5%,0.2%,-6%,x,x,-10%,
CCOC(=O)c1nc(-c2ccccc2)oc1N1CCOCC1,-0.6,84,i,29,-10%,0.3%,-2%,1.1%,12%,-3,4,-1%,
CCCCNC(=O)c1c(CSc2ccc(Cl)cc2)noc1C(=O)NCCC,3.0,97,x,x,x,0.3%,-3%,0.0%,x,x,x,x,
Cn1nc(-c2ccccc2)c(C(=O)Nc2ccc(C(F)(F)F)cc2)c1Cl,-1.8,52,i,27,-11%,0.1%,-5%,2.9%,0%,-5,-19,-1%,
CCN(CC)S(=O)(=O)c1cc(NC(=O)COC(=O)c2ccc(NC(=O)CC#N)cc2)ccc1C,3.1,56,i,3,0%,0.3%,-6%,-0.1%,41%,7,2,7%,
COc1ccc(C2=NS(=O)(=O)N(C)C(C(=O)N3CCC(C)CC3)=C2)cc1,-2.2,64,x,x,-7%,2.4%,-3%,1.4%,12%,x,x,-8%,
O=C(O)c1cc(-c2ccc3c(c2)OCO3)nc2ccccc12,3.1,79,i,9,-2%,0.6%,5%,1.1%,12%,-3,4,-12%,
CCCCN1CCc2c([nH]c3ccccc23)C1=O,-0.3,46,i,-7,-2%,8.0%,-4%,0.9%,1%,-14,-18,0%,
CCc1ccc(/C=N/NC(=O)Cc2cccn2C)cc1,1.3,43,x,x,-2%,-0.5%,2%,-0.1%,u,x,x,4%,
Cc1ccc(-c2ccc(CCC(=O)O)n2C(C)C)cc1,1.7,55,x,x,-4%,-0.5%,-4%,3.0%,-5%,-7,4,15%,
C=C(C)CNC(=O)c1ccc(OC2CCN(S(=O)(=O)N(C)C)CC2)cc1,-1.2,38,i,-2,-9%,0.1%,-13%,16%,-2%,8,-1,18%,
Cc1ccnc(N/C=C(\C#N)c2nc(-c3cccc(Br)c3)cs2)c1,2.3,34,+,-21*,-4%,4.5%,u,5.7%,14%,8,2,25%,
Cc1ccc(NC(=S)NCCSc2ccc(Cl)cc2)cc1,6.7,68,i,42,-5%,0.1%,1%,20%,0%,25,21,-13%,
NC(=O)C(=O)NN=C1C2CC3CC(C2)CC1C3,1.1,44,i,-10,-4%,-0.2%,-5%,1.4%,1%,-6,1,-1%,
CCCCn1c(=O)[nH]c(=O)c2c1nc(-c1ccc(-c3ccccc3)cc1)n2C,4.0,58,x,x,-9%,0.1%,7%,2.6%,7%,x,x,18%,
O=C(NCCC1=CCCCC1)C1CC(=O)N(C2CCCCCC2)C1 (centres undefined),-1.1,41,i,3,-3%,-0.1%,1%,2.3%,-2%,13,15,7%,
Cc1cnc(NC(=O)/C=C/c2ccc(Br)o2)s1,2.6,61,x,x,-4%,0.1%,-2%,0.0%,24%,x,x,14%,
O=C(N/N=C/c1c(F)c(F)c(F)c(F)c1F)c1cccc(S(=O)(=O)N2CCOCC2)c1,2.5,39,i,26,1%,0.3%,-3%,-1.0%,1%,5,13,2%,
CC(NCCCOc1cccc2ccccc12)c1ccccc1 (centres undefined),12,55,x,x,-11%,6.4%,-3%,u,-4%,x,x,7%,
Cc1ccc2nc(-c3ccccc3)c(CN3CCSCC3)n2c1,8.2,79,i,-7,-4%,-0.1%,-8%,2.4%,14%,-2,21,0%,
Cc1cccc(NC(=O)N[C@@H](C)C(=O)O)c1,-1.6,36,i,-5,-14%,0.1%,0%,-0.7%,-3%,1,1,-4%,
Cc1nc(C)c(-c2csc(Nc3cccnc3)n2)s1,1.8,77,i,6,-2%,2.3%,1%,x,12%,6,14,6%,
CC(c1c(O)c2ccccc2[nH]c1=O)C1(C)CCC(O)C(C)(C)O1 (centres undefined),-2.4,91,i,-12,-2%,-6.6%,-2%,1.0%,16%,0,3,-1%,
CCN(CC)C(C)C(=O)NCC1(c2ccccc2)CCOCC1 (centres undefined),1.6,85,i,2,-7%,-0.1%,-11%,3.3%,-2%,-12,-4,-8%,
